GSH fluor: compound fluoresces at 488/530 nm on GSH beads; GSH beads flow cytometry, compound fluorescence 488/530 nm; stronger effect = higher value; fluorescence (KMESF) at 10 µM; 0.25% of 190,000 active; AID 1776; in the data active means fluorescence above about 89;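 further: glutathione beads carrying GST-tagged Bcl family fusion proteins plus one bare bead set; values are compound well signal with DMSO vehicle wells as background; inactives centre near 16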
Bcl-2 Bim block: inhibitors of Bim-Bcl-2 interaction, human; P10415; Bead-based flow cytometry, Bim peptide-Bcl-2 binding; inhibition, % at 10 µM; 0.06% of 190,000 active; AID 950; in the data active means inhibition above about 40%;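 further: 0% = no compound wells with probe peptide and 100% = reference peptide inhibitor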
Target sequence (P10415 whole entry, looked up): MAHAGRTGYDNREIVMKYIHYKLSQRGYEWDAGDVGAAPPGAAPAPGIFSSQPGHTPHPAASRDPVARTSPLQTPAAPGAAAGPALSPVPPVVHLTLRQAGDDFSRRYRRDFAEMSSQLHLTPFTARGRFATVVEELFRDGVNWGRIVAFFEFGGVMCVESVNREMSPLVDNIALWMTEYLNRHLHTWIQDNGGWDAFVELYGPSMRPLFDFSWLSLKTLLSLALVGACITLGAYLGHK
Bim-Bcl-XL: human Bim-Bcl-XL interaction inhibition | 0.04% of 190,000 active | inhibition, % at 10 µM | Bim peptide-Bcl-XL binding, bead flow cytometry, fluorescence | AID 1007 | Q07817
Target sequence (Q07817 whole entry, looked up): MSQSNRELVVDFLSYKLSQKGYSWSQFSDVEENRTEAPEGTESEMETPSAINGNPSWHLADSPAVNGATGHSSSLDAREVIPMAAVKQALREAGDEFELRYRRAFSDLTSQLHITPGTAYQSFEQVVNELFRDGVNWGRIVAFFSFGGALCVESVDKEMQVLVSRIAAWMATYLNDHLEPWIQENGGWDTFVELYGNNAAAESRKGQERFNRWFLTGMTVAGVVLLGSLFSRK
Avidin fluor: avidin bead compound fluorescence profile. fluorescence (KMESF) at 10 µM. Avidin beads, compound fluorescence 488/530 nm, flow cytometry; stronger effect = higher value. AID 1775. 0.38% of 220,000 active; in the data active means fluorescence above about 47; further: inactives centre near 10
RGS7-Gao reg: human RGS7-Galphao interaction regulation; Multiplexed bead flow cytometry, RGS7-Galphao binding; actives lie on both sides; binding response (% of control), % at 10 µM; 0.35% of 220,000 active; AID 1439; in the data active means binding response below about 49% or above about 150%;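 further: fluorescent Galphao held in activated GDP-AlF4 state binding bead-coupled RGS7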
Bfl-1 Bim block: human Bim-Bfl-1 interaction inhibition; AID 1008; 0.12% of 190,000 active; Q16548; inhibition, % at 10 µM; Bead-based flow cytometry, Bim-Bfl-1 binding inhibition;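 further: 0% = wells without compound plus tracer and 100% = blocker peptide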
ABCG2 block: human ABCG2 inhibition, ABCB1 as counter-screen | Q9UNQ0 | IgMXP3 cells, JC-1 efflux, flow cytometry | inhibition, % at 6.6 µM | 0.1% of 190,000 active;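 active means inhibition above 80%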;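 further: 0% = DMSO and 100% = nicardipine control wells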
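System: two drug-resistant human cell lines, ABCG2 and ABCB1; controls: nicardipine high and DMSO low controls; times: 10 min exposure at 25 °C with rotation, no wash; detection: flow cytometry of retained JC-1 fluorescence; read-out basis: percent efflux inhibition, scaled nicardipine 100% to DMSO 0%; doses: one concentration, 6.6 µM final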
RGS4-Gao reg: modulates binding of RGS4 to human Galphao. P09471. Multiplexed bead flow cytometry; actives lie on both sides. binding response (% of control), % at 10 µM. 0.33% of 220,000 active; in the data active means binding response below about 49% or above about 150%; inactive means in between;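 further: fluorescent Galphao activated with aluminum fluoride binding bead-coupled RGS4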
ABCB1 inh: human ABCB1 inhibition, ABCG2 as counter-screen | P08183 | CCRF-Adr cells, JC-1 efflux, flow cytometry | 0.067% of 190,000 active | AID 1326 | inhibition, % at 6.6 µM; in the data active means inhibition above about 40%;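 further: 0% = vehicle and 100% = reference inhibitor; higher value means more JC-1 retained so stronger ABCB1 efflux block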
Bim-Bcl-W: disrupts Bim peptide binding to human Bcl-W; 0.02% of 190,000 active; AID 952; inhibition, % at 10 µM; Q92843; bead-based flow cytometry;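 further: 0% = bound tracer without compound and 100% = peptide blocker; higher means less fluorescent Bim peptide bound to Bcl-W beads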
Target sequence (Q92843 whole entry, looked up): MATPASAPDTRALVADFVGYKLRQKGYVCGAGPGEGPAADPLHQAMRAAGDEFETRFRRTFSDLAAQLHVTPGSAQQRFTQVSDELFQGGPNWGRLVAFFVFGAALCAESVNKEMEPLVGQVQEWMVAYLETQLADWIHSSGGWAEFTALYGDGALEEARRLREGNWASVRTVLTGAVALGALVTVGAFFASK
Bim-Bcl-B: human Bim-Bcl-B interaction inhibition; inhibition, % at 10 µM; bead-based flow cytometry, Bim peptide-Bcl-B binding; 0.073% of 190,000 active;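 further: 0% = tracer peptide without compound and 100% = reference inhibitor peptide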
* = called active by the depositor. Unless noted, no stated cut-off is given here; in the data, active means inhibition above about 40%.

Short keys – A = GSH fluor; B = Bcl-2 Bim block; C = Bim-Bcl-XL; D = Avidin fluor; E = RGS7-Gao reg; F = Bfl-1 Bim block; G = ABCG2 block; H = RGS4-Gao reg; I = ABCB1 inh; J = Bim-Bcl-W; K = Bim-Bcl-B
1. CCSc1nc2c(c(=O)[nH]1)C(c1ccccn1)C1=C(CC(C)(C)CC1=O)N2 (stereo unspecified)
  A: 13 | B: -1 | C: -3 | D: 33 | E: 102 | F: -2 | G: 0 | H: 98 | I: 0.0 | J: -2 | K: 0
2. Cc1cc(NC(=S)N(CCCN2CCOCC2)Cc2ccco2)ccc1Cl
  A: 12 | B: 0 | C: 0 | D: 11 | E: 101 | F: -8 | G: 3 | H: 100 | I: 0.5 | J: -2 | K: -2
3. COc1ccc(C(C)(C)C)cc1S(=O)(=O)N1CCC(C(N)=O)CC1
  A: 17 | B: -4 | C: -5 | D: 14 | E: 104 | F: -13 | G: 7 | H: 100 | I: 0.5 | J: -6 | K: -7
4. O=C1CCc2nc3ccccc3c(=O)n2N1
  A: 5 | B: -6 | C: -4 | D: 8 | E: 108 | F: -17 | G: 1 | H: 112 | I: 0.1 | J: -2 | K: -7
5. Cc1cccc(N(CC(=O)Nc2ccccc2-c2ccccc2)S(=O)(=O)c2ccccc2)c1C
  A: 8 | B: 0 | C: -2 | D: 3 | E: 102 | F: 2 | G: -1 | H: 102 | I: -0.3 | J: 2 | K: 0
6. CCOC(=O)c1cnc(SCC(=O)N2CCN(C(=O)c3ccco3)CC2)nc1N
  A: 4 | B: -1 | C: -2 | D: 8 | E: 104 | F: -9 | G: 1 | H: 103 | I: 0.2 | J: -1 | K: -2
7. CC(C)SCC(=O)Nc1ncc2c(n1)-c1ccccc1CC2
  A: 15 | B: 0 | C: -1 | D: 11 | E: 99 | F: -4 | G: 4 | H: 101 | I: 0.1 | J: -2 | K: -4
8. Cc1ccc(C(=O)CC2(O)C(=O)N(Cc3ccccc3)c3ccccc32)o1 (stereo unspecified)
  A: 35 | B: -13 | C: -5 | D: 20 | E: 101 | F: -20 | G: -1 | H: 105 | I: -0.1 | J: 0 | K: -5
9. Cc1cc(C)c(NN=c2c(=O)c3ccccc3c2=O)c(C)c1
  A: 17 | B: -1 | C: -5 | D: 35 | E: 99 | F: 0 | G: 6 | H: 103 | I: 1.2 | J: -1 | K: -1
10. COc1cc(OC)cc(-c2n[nH]c(=S)n2-c2ccc3c(c2)OCO3)c1
  A: 15 | B: 0 | C: -14 | D: 1 | E: 104 | F: 11 | G: -6 | H: 101 | I: -1.6 | J: -8 | K: -56
11. COc1cc(SC)ccc1C(=O)Nc1ccc(S(=O)(=O)N2CCCC2)cc1
  A: 14 | B: -4 | C: -3 | D: 22 | E: 98 | F: -5 | G: 4 | H: 101 | I: 0.1 | J: 0 | K: -5
12. COc1ccc(C(=O)NCC(=O)N=Nc2c(O)n(Cc3ccccc3)c3ccccc23)cc1OC
  A: 10 | B: -4 | C: -2 | D: 11 | E: 105 | F: -3 | G: 18 | H: 104 | I: 10 | J: -2 | K: -2
13. CC(=O)c1sc(NC(=O)c2ccc(F)c(F)c2)nc1C
  A: 25 | B: -3 | C: 0 | D: 9 | E: 104 | F: -9 | G: 2 | H: 107 | I: 0.5 | J: 1 | K: -6
14. CC(C)CC(C(=O)OCC(=O)Nc1cccc(Cl)c1)N1C(=O)C2CC=CCC2C1=O (stereo unspecified)
  A: 11 | B: -1 | C: -2 | D: 7 | E: 99 | F: 3 | G: 4 | H: 100 | I: 0.3 | J: -1 | K: -2
15. Cc1ccc2c(CC(=O)Nc3c(C)n(C)n(-c4ccccc4)c3=O)coc2c1
  A: 48 | B: -6 | C: -6 | D: 9 | E: 98 | F: -9 | G: 3 | H: 93 | I: -0.1 | J: 3 | K: -6

Some of these compounds in order of molecular weight, highest first.
Short keys – A = GSH fluor; B = Bcl-2 Bim block; C = Bim-Bcl-XL; D = Avidin fluor; E = RGS7-Gao reg; F = Bfl-1 Bim block; G = ABCG2 block; H = RGS4-Gao reg; I = ABCB1 inh; J = Bim-Bcl-W; K = Bim-Bcl-B
2. Cc1cc(NC(=S)N(CCCN2CCOCC2)Cc2ccco2)ccc1Cl
  A: 12 | B: 0 | C: 0 | D: 11 | E: 101 | F: -8 | G: 3 | H: 100 | I: 0.5 | J: -2 | K: -2
10. COc1cc(OC)cc(-c2n[nH]c(=S)n2-c2ccc3c(c2)OCO3)c1
  A: 15 | B: 0 | C: -14 | D: 1 | E: 104 | F: 11 | G: -6 | H: 101 | I: -1.6 | J: -8 | K: -56
3. COc1ccc(C(C)(C)C)cc1S(=O)(=O)N1CCC(C(N)=O)CC1
  A: 17 | B: -4 | C: -5 | D: 14 | E: 104 | F: -13 | G: 7 | H: 100 | I: 0.5 | J: -6 | K: -7

Additional records:
Short keys – A = GSH fluor; B = Bcl-2 Bim block; C = Bim-Bcl-XL; D = Avidin fluor; E = RGS7-Gao reg; F = Bfl-1 Bim block; G = ABCG2 block; H = RGS4-Gao reg; I = ABCB1 inh; J = Bim-Bcl-W; K = Bim-Bcl-B
16. CCCCSc1nc(N)c(NC(=O)c2ccco2)c(=O)[nH]1
  A: 24 | B: -1 | C: 0 | D: 5 | E: 94 | F: -1 | G: -2 | H: 95 | I: -2.0 | J: 0 | K: -1
17. CC1=Nn2c(nnc2-c2ccccc2F)SC1
  A: 32 | B: -9 | C: -11 | D: 7 | E: 112 | F: -10 | G: 2 | H: 119 | I: 0.3 | J: -1 | K: -6
18. CN1CCN(C(=O)CC2C(=O)NCCN2Cc2ccc(-c3ccccc3)cc2)CC1 (stereo unspecified)
  A: 10 | B: 0 | C: -3 | D: 3 | E: 83 | F: -6 | G: 0 | H: 92 | I: 0.0 | J: -1 | K: -4
19. O=c1cc2n(c(=O)[nH]1)CCC1=C2CCCC1
  A: 29 | B: -10 | C: -9 | D: 10 | E: 98 | F: -14 | G: 2 | H: 101 | I: 0.2 | J: 0 | K: -7
20. COC(=O)c1c(-c2ccc(Br)cc2)csc1NC(=O)Cc1ccc(OC)c(OC)c1
  A: 17 | B: -3 | C: 0 | D: 9 | E: 100 | F: 1 | G: 10 | H: 99 | I: 2.0 | J: 0 | K: -3
21. Cc1c(C(=O)O)sc2nc(SCC(=O)Nc3ccc(S(=O)(=O)NCCCC(=O)O)cc3)[nH]c(=O)c12
  A: 19 | B: -3 | C: -5 | D: 6 | E: 99 | F: -4 | G: 3 | H: 99 | I: 0.9 | J: -1 | K: -5
22. O=C(Nc1nnc(-c2ccco2)s1)c1ccccc1
  A: 15 | B: -2 | C: -5 | D: 7 | E: 86 | F: 0 | G: 1 | H: 89 | I: 0.1 | J: 0 | K: 0

Rewritten screen by screen: part of the list above.
(16) CCCCSc1nc(N)c(NC(=O)c2ccco2)c(=O)[nH]1
(17) CC1=Nn2c(nnc2-c2ccccc2F)SC1
(18) CN1CCN(C(=O)CC2C(=O)NCCN2Cc2ccc(-c3ccccc3)cc2)CC1 (stereo unspecified)
(19) O=c1cc2n(c(=O)[nH]1)CCC1=C2CCCC1
(20) COC(=O)c1c(-c2ccc(Br)cc2)csc1NC(=O)Cc1ccc(OC)c(OC)c1
(21) Cc1c(C(=O)O)sc2nc(SCC(=O)Nc3ccc(S(=O)(=O)NCCCC(=O)O)cc3)[nH]c(=O)c12
(22) O=C(Nc1nnc(-c2ccco2)s1)c1ccccc1

assay / compound | 16 | 17 | 18 | 19 | 20 | 21 | 22
GSH fluor | 24 | 32 | 10 | 29 | 17 | 19 | 15
Bcl-2 Bim block | -1 | -9 | 0 | -10 | -3 | -3 | -2
Bim-Bcl-XL | 0 | -11 | -3 | -9 | 0 | -5 | -5
Avidin fluor | 5 | 7 | 3 | 10 | 9 | 6 | 7
RGS7-Gao reg | 94 | 112 | 83 | 98 | 100 | 99 | 86
Bfl-1 Bim block | -1 | -10 | -6 | -14 | 1 | -4 | 0
ABCG2 block | -2 | 2 | 0 | 2 | 10 | 3 | 1
RGS4-Gao reg | 95 | 119 | 92 | 101 | 99 | 99 | 89
ABCB1 inh | -2.0 | 0.3 | 0.0 | 0.2 | 2.0 | 0.9 | 0.1
Bim-Bcl-W | 0 | -1 | -1 | 0 | 0 | -1 | 0
Bim-Bcl-B | -1 | -6 | -4 | -7 | -3 | -5 | 0
